Source: PubChem BioAssay
ER stress rescue – rescue of cells from ER stress-induced death, primary screen, 384-well, CSM14.1, thapsigargin, ATP luminescence (AID 1222); CSM14.1 thapsigargin-induced death rescue, ATP luminescence; higher % means a stronger effect; one-dose cellular ATP content (survival), % at 20 µM; EC50 in µM for titrated hits; 190,000 tested, under 10 active;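 active = EC50 below 50 µM in the dose-response confirmation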;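 note: death triggered by thapsigargin at about 15 µM added after 2 h compound pretreatment; cell ATP read after overnight thapsigargin exposure of roughly 18 to 22 hours; normalized against plate controls of thapsigargin alone and 5% DMSO vehicle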
human PMI inhibitors – human PMI inhibitors, high substrate, primary screen, biochemical, fluorescence intensity, high mannose 6-phosphate (AID 1220). Mannose-6-phosphate isomerase (Homo sapiens). recombinant PMI enzyme, coupled fluorescence intensity; higher % means a stronger effect. inhibition, % at 20 µM, or IC50 in µM where a hit was titrated. 190,000 compounds, 0.66% hits
Myeloid diff 2 – induction of myeloid progenitor differentiation, primary screen, cell-based, flow cytometry, MLPCN library; ER-HoxA9 myeloid progenitors, lysozyme-GFP differentiation; 360,000 compounds, 1% hits; calls only at 10 µM;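 active = normalized GFP-positive differentiation at or above the plate's own cutoff, the solvent-only control mean plus 3 SD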;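 note: cells exposed to compound for four days before flow analysis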
TNAP activators – human TNAP enzyme activators, primary screen, biochemical, luminescent, no phosphate acceptor, uHTS (AID 1001) | one-dose activation fold at 20 µM; EC50 in µM for titrated hits | purified TNAP, luminescent activation assay, no phosphate acceptor; higher activation fold means a stronger effect | Alkaline phosphatase, tissue-nonspecific isozyme (Homo sapiens) | 200,000 compounds, 0.03% hits; in the data active = activation fold from about 3, or a potency from the dose series; inactive = the rest, 99 in 100 with activation fold below about 1.6; note: many of its hits are not listed in these tables
WT yeast gro inh – growth inhibition of WT strain, primary screen, mitochondrial fusion inhibitor project, WT and mutant strains, chemical genetic. mitochondrial fusion phenotypic screen. inhibition, % at 10 µM. AID 1362, 2008. 190,000 compounds, 2.1% hits; in the data active = inhibition above about 58%; tested in S. cerevisiae
Lipid droplet – inhibitors of hepatocyte lipid droplet formation, primary screen, imaging, high-throughput imaging, BODIPY stain; AML12 mouse hepatocytes, oleate lipid droplets; inhibition, % at 6.5 µM; 240,000 compounds, 0.4% hits;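 active = lipid droplet intensity inhibited by at least 50%, with more than 500 cells counted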
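Assay system: AML12 mouse liver cells | Compound dosing: One dose, 6.5 µM compound | Read-out basis: Droplet intensity reduction, % inhibition | Measured by: Fluorescence imaging, 20x objective, two fields per well | Schedule: Overnight treatment with compound plus oleate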
UTI89 phage lysis – inhibition of K1F phage lysis, E. coli UTI89, bacterial capsule biogenesis inhibitors, alamar blue (AID 488966); E. coli UTI89 K1F phage lysis, alamar blue, 2 h; higher % means a stronger effect; inhibition, % at 100 µM, or IC50 in µM where a hit was titrated; 340,000 compounds, 0.02% hits;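 active = phage lysis inhibition, versus mean bacterial control, above a set limit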;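 note: capsule biogenesis inhibitors block K1F phage lysis so surviving cells raise fluorescence; higher fluorescence means more inhibition of phage lysis; actives were called in the ten point dose series up to 300 µM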
PMI inhibitors – inhibitors of human PMI, primary screen, biochemical, fluorescence intensity, coupled assay (AID 1209); 190,000 compounds, 0.42% hits; purified PMI enzyme, coupled fluorescence intensity; higher % means a stronger effect; inhibition, % at 20 µM, or IC50 in µM where a hit was titrated;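 note: plate controls were DMSO vehicle for no effect and wells lacking substrate for full effect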
P. falciparum M1AAP – P. falciparum M1AAP inhibitors, biochemical, fluorogenic H-Leu-NHMec substrate, 1536-well (AID 1445); 220,000 compounds, 0.42% hits; Aminopeptidase N (Plasmodium falciparum (isolate 3D7)); one-dose inhibition, % at 30 µM; IC50 in µM for titrated hits; recombinant M1AAP, H-Leu-NHMec fluorogenic kinetic assay; higher % means a stronger effect;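 active = primary inhibition above the hit cutoff, then over 50% inhibition at one or more dose response concentrations, cut at about 23% in these data, passing the limit was not always enough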;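 note: plate controls were DMSO full reaction for no effect and no enzyme background for full effect; strong numbers were not always called active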
WT yeast gro inh mutant strain – also measured in WT yeast gro inh; calls as there; inhibition, %; mitochondrial fusion phenotypic screen, mutant strain inhibition
Lipid droplet cells 6.5 µM – also measured in Lipid droplet; calls as there; cell count; measured here: cell count, cytotoxicity flag;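 cells counted across two imaged fields per well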
Myeloid diff 2 GFP+ MAC1+ % – further read-out of Myeloid diff 2, marked with its call; GFP+ MAC1+ double positive, %; measured here: differentiation confirmed by MAC1 staining
Numbers without * were called inactive; i = inactive; . = not tested or not shown; [ ] = another dose, or the depositor's remark. Cut-off read from the data, not from the text of the source, unless noted: active = inhibition above about 50%; inactive = the rest.

item	smiles	ER stress rescue	human PMI inhibitors	Myeloid diff 2	Myeloid diff 2 GFP+ MAC1+ %	TNAP activators	WT yeast gro inh	WT yeast gro inh mutant strain	Lipid droplet	Lipid droplet cells 6.5 µM	UTI89 phage lysis	PMI inhibitors	P. falciparum M1AAP
1	COc1cc(C(=O)OC2CSCC2NC(=O)c2ccccc2)cc(OC)c1OC (stereo unspecified)	0.1%	12%	i	0.3	1.1	-17	-13	-14	690	-0.1%	3%	.
2	S=C(NCc1cccc(Cl)c1)NC1CCCCC1	-0.1%	5%	i	1.3	1	66*	50*	-38	656	i	4%	9%
3	COc1ccc2cc(C(=O)Nc3ccc(O)cc3)sc(=O)c2c1OC	-0.2%	4%	i	0.1	1.1	9	-30	-6	519	-0.9%[50 µM]	5%	6%
4	COc1ccccc1CNC(=O)/C=C/c1ccc(S(=O)(=O)NCc2ccco2)cc1	-3.7%	-1%	i	3.1	1.1	-4	-21	16	666	1.2%[50 µM]	0%	-3%
5	O=C(NCCc1ccccc1)C1CCN(C(=O)c2ccc([N+](=O)[O-])cc2)CC1	0.2%	-7%	i	0.3	1.1	-13	16	-4	684	1.0%	-14%	1%
6	CCOC(=O)/C=C/C(=O)Nc1nccs1	2.3%	0%	i	1.3	1	-18	-19	-4	561	0.2%	8%	11%
7	CN(C)S(=O)(=O)c1cc(NC(=O)COC(=O)CCSc2ccc(Cl)cc2)ccc1Cl	5.6%	17%	i	0.3	1.3	-1	-11	4	680	-0.3%	16%	0%
8	NS(=O)(=O)c1ccc(N2N=C(c3ccccc3)CC2c2ccc(F)cc2)cc1 (stereo unspecified)	1.4%	26%	i	0.8	1.4	71*	16*	-22	638	0.1%	24%	62µM*
9	Cc1ccc(NC(=O)C(=O)NCC2CCCO2)cc1 (stereo unspecified)	-0.9%	17%	i	0.0	1.1	-5	-5	31	703	-0.2%	13%	1%
10	O=Cc1ccccc1OS(=O)(=O)c1ccccc1	-0.8%	1%	i	0.5	1	-7	-11	10	673	0.2%	5%	12%
11	CC1=NN(c2ccccc2)C(=O)C1C(=O)c1cc([N+](=O)[O-])cc([N+](=O)[O-])c1 (stereo unspecified)	1.2%	14%	i	0.3	1	4	-6	1	703	0.5%	-15%	8%
12	COc1ccc(Cn2cc(F)c(=O)n(CCC(C)C)c2=O)cc1[N+](=O)[O-]	-0.8%	9%	i	1.0	1	15	20	-1	656	0.1%	11%	8%
13	c1csc(-c2nnc3ccccn23)c1	-1.5%	12%	i	2.6	1.1	1	-3	6	764	0.3%	13%	-2%
14	Cc1cc2ncn(S(=O)(=O)N3CCOCC3)c2cc1C	2.3%	-12%	i	2.2	0.9	-3	-1	19	767	3.4%	-5%	3%
15	Fc1ccc(Oc2ccc3nnc(C(F)(F)F)n3n2)cc1	-0.4%	-2%	i	0.3	1	-8	-2	4	672	2.3%	-2%	2%
16	CCCCCC(=O)Nc1ccccc1N1CCOCC1	-1.3%	10%	i	0.3	1	-20	-9	-2	750	2.9%	8%	3%
17	O=C1OCCC1Sc1nc2ccccc2c(=O)n1-c1ccc(F)cc1 (stereo unspecified)	8.0%	-2%	i	0.5	1	-19	15	-14	682	-0.3%	-11%	-3%
18	CC(=O)c1nn(-c2cccc(Br)c2)cc1C(=O)c1ccco1	0.8%	1%	i	1.4	1.1	7	5	-28	745	2.3%	-6%	-10%
19	CCOC(=O)c1[nH]ncc1[C@@H]1C[C@H]2CN(Cc3cccc(Cl)c3)C(=O)[C@]23CCCN13	.	.	i	0.5	.	.	.	-19	718	0.3%	.	2%
20	COc1ccc(N2CCN(C(=O)NCc3ccc(OC)c(Cl)c3)CC2)cc1	.	16%	i	2.0	1	-20	5	29	685	-0.8%	6%	6%
21	Cc1ccc(C(=O)OCC(=O)N(C)C2CCS(=O)(=O)C2)cc1[N+](=O)[O-] (stereo unspecified)	0.5%	-8%	i	0.1	1.1	-4	-9	7	717	0.4%	-14%	0%
22	COCCCN(C(=S)Nc1c(C)cc(C)cc1C)C(C)c1ccncc1 (stereo unspecified)	-1.6%	2%	i	0.1	1.2	-10	-1	-24	637	3.9%	12%	2%
23	CN(C)S(=O)(=O)c1ccc(C(=O)Nc2nc3ccccc3[nH]2)cc1	-0.3%	4%	i	0.1	1.7	-13	14	4	681	-0.6%	5%	7%
24	Nc1cc2c(cc1C(=O)c1ccccc1)OCCO2	-1.4%	11%	i	0.3	1	33	42	.	.	0.9%	7%	1%
25	O=C(Cn1nnc2ccccc2c1=O)NCCc1ccccc1	-3.0%	-6%	i	0.2	1	-37	1	7	692	-0.3%	-1%	-6%
26	N#CC1=C(N)OC2=C(C(=O)CCC2)C12C(=O)N1CCCc3cccc2c31 (stereo unspecified)	-0.2%	0%	i	0.7	1.1	-9	-2	-4	738	0.0%	2%	-4%
27	O=C(NC(=S)Nc1ccccn1)c1cncc(Br)c1	-3.4%	3%	i	1.0	1	21	12	-5	664	0.0%	13%	0%
28	Cc1sc2ncnc(N/N=C/c3cccc(O)c3)c2c1C	1.2%	6%	i	0.4	1.2	5	-7	-6	648	-0.3%[50 µM]	5%	12%
29	Clc1ccc(-n2nnnc2CN2CCCCC2)cc1Cl	1.3%	13%	i	0.6	1.1	14	21	-8	510	2.4%	12%	10%
30	CC#CCN1c2ccccc2[C@]23C[C@@H](C(=O)OC)N(C(=O)c4cc(C)oc4C)C2=NC(C(=O)OC)=C(C(=O)OC)[C@H]13	.	.	i	0.7	.	.	.	-12	702	1.6%	.	5%
31	O=C(CSc1nc(O)cc(=O)[nH]1)Nc1ccc2c(c1)CCC2	2.6%	9%	i	2.0	1	12	2	2	663	0.0%	8%	13%
32	CC(C)(CO)CNC(=O)CCc1nnc(Cc2ccc(-c3ccccc3)cc2)o1	2.6%	-2%	i	0.8	1.1	-20	5	24	746	0.9%	1%	4%
33	NC1=C([N+](=O)[O-])C(c2ccc(F)cc2)C2=C(CCCC2=O)O1 (stereo unspecified)	-0.8%	-18%	i	0.3	1.1	-13	-11	9	627	0.1%	-21%	-1%
34	Cc1cc(C(=O)NCCN2CCCCC2C)n(-c2ccccc2)n1 (stereo unspecified)	.	3%	i	3.9	1.1	4	24	-26	545	-1.2%	3%	3%
35	Cc1cccc(/C=C/c2nc3ccccc3c(=O)n2Cc2ccccc2)c1	4.3%	1%	i	0.9	0.9	21	-10	-27	551	0.1%	2%	10%
36	O=c1oc(-c2ccccc2[N+](=O)[O-])nc2ccccc12	-1.1%	8%	i	0.5	0.9	-17	-3	-32	634	0.3%	3%	3%
37	CCN(C(=O)Cn1nc(C(=O)O)c2ccccc2c1=O)C1CCCCC1	-1.3%	10%	i	0.2	1	23	8	30	652	-1.4%	4%	3%
38	Cc1ccc(-n2ncc3c2ncn2nc(-c4ccco4)nc32)c(C)c1	1.0%	-10%	i	1.4	1	3	3	.	.	2.3%	-4%	6%
39	CCOC(=O)c1cnc(-c2ccccc2)nc1C(F)(F)F	-0.6%	5%	i	0.3	0.9	0	1	-10	710	0.5%	-8%	-1%
40	Cn1c(=O)c2c(ncn2CCC(=O)N/N=C/c2ccncc2)n(C)c1=O	.	.	i	0.6	.	.	.	14	707	3.9%	.	2%
41	COCCN(C(=O)C1CCC1)c1nnc(-c2cccnc2)s1	1.2%	-1%	i	1.4	1.1	-17	-5	-2	753	1.5%	7%	9%
42	COc1cc(C(=O)Nc2ccc(S(=O)(=O)N(C)c3ccccc3)cc2)cc(OC)c1OC	-0.3%	11%	i	0.8	1	-6	-15	.	.	7.0%	10%	10%
43	O=[N+]([O-])c1ccc(OCC(O)CN(CCO)CCO)cc1 (stereo unspecified)	4.5%	3%	i	0.2	1.1	1	5	9	709	0.5%	-7%	10%
44	Cc1ccc2oc(=O)c3cc(C(=O)N4CCN(C)CC4)sc3c2c1	.	.	i	0.4	.	.	.	19	735	-0.4%[50 µM]	.	2%
45	COc1nccnc1NS(=O)(=O)c1ccc(NC(=S)NC(=O)/C=C/c2ccccc2)cc1	-1.6%	-6%	i	1.3	1.1	-4	10	-2	580	0.6%	-2%	2%
46	Cn1nc(C(=O)N2CCOCC2)c2ccccc2c1=O	-1.9%	2%	i	1.0	1.2	.	.	.	.	0.4%	-6%	.

3 entries from above in another layout:
44	Cc1ccc2oc(=O)c3cc(C(=O)N4CCN(C)CC4)sc3c2c1
35	Cc1cccc(/C=C/c2nc3ccccc3c(=O)n2Cc2ccccc2)c1
36	O=c1oc(-c2ccccc2[N+](=O)[O-])nc2ccccc12

Screen / compound no.	44	35	36
ER stress rescue	.	4.3%	-1.1%
human PMI inhibitors	.	1%	8%
Myeloid diff 2	i	i	i
Myeloid diff 2 GFP+ MAC1+ %	0.4	0.9	0.5
TNAP activators	.	0.9	0.9
WT yeast gro inh	.	21	-17
WT yeast gro inh mutant strain	.	-10	-3
Lipid droplet	19	-27	-32
Lipid droplet cells 6.5 µM	735	551	634
UTI89 phage lysis	-0.4%[50 µM]	0.1%	0.3%
PMI inhibitors	.	2%	3%
P. falciparum M1AAP	2%	10%	3%
